# High-throughput results (PubChem BioAssay)
# PAFAH2 inh – PAFAH2 (human) inhibition. Q99487. recombinant PAFAH2, FP-rhodamine activity probe, fluorescence polarization. inhibition, % at 3.39 µM. 340,000 compounds, 0.99% hits;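 active = inhibition above the mean over all tested compounds plus 3 SD, cut at about 30% in these data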;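 note: inhibitors block probe labeling of enzyme so polarization drops; 0% = enzyme with DMSO and 100% = wells lacking PAFAH2 protein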
# PAFAH1B3 FP inh – inhibitors of human PAFAH1B3. Q15102. recombinant PAFAH1B3, FP-rhodamine probe, fluorescence polarization. inhibition, % at 3.39 µM. 340,000 compounds, 0.28% hits. AID 492972;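 active = inhibition above the screen-wide average of all tested compounds plus 3 SD, cut at about 25% in these data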;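 note: 0% = enzyme with DMSO only and 100% = wells lacking PAFAH1B3 protein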
# Target sequence (Q15102 whole entry, looked up): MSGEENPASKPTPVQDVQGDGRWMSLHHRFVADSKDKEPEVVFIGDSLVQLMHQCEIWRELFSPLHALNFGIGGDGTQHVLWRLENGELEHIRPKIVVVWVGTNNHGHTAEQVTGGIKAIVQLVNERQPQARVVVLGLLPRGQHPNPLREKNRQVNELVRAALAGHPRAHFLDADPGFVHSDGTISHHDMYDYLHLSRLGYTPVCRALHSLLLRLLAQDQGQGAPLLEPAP
# LYPLA1 inh – LYPLA1 (human) inhibition in PME1 counter-screen | 320,000 compounds, 0.16% hits | inhibition, % at 5.9 µM | AID 2174 | O75608 | recombinant LYPLA1, FP-Rh probe fluorescence polarization;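 active = inhibition above the mean of all tested compounds plus 3 SD, set per campaign, cut at about 14% in these data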;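 note: inhibitors block serine hydrolase probe labeling of LYPLA1 so polarization falls; 0% = enzyme with DMSO and 100% = wells lacking LYPLA1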
# EBNA-1 inh – blocks EBNA-1 binding to DNA. EBNA-1 DNA binding, fluorescence polarization. inhibition, % at 14.8 µM. 300,000 compounds, 0.34% hits. AID 1950; in the data active = inhibition above about 28%
# PREPL inh – inhibits the human prolyl oligopeptidase-like enzyme | AID 2751 | Q4J6C6 | inhibition, % at 5.96 µM | 320,000 compounds, 0.68% hits | recombinant PREPL, fluorescence polarization activity-based probe; in the data active = inhibition above about 43%;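 note: 0% = enzyme with DMSO and 100% = wells lacking enzyme; many of its hits are not listed in these tables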
# pPAFAH inh – inhibitors of human plasma PAF acetylhydrolase (pPAFAH); Q13093; recombinant pPAFAH, FP-rhodamine probe fluorescence polarization; inhibition, % at 3.39 µM; 330,000 compounds, 1.5% hits;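 active = inhibition above the mean inhibition across the screen plus 3 SD, cut at about 25% in these data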;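 note: inhibitors block binding of the rhodamine activity-based probe so polarization drops; 0% = enzyme with DMSO and 100% = wells lacking pPAFAH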
# PAFAH1B2 FP inh – blocks human PAF acetylhydrolase 1b catalytic subunit 2. P68402. recombinant PAFAH1B2, FP-rhodamine activity probe, fluorescence polarization. inhibition, % at 3.39 µM. 340,000 compounds, 1.2% hits;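 active = inhibition above the mean of all tested compounds plus 3 SD, cut at about 24% in these data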;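 note: 0% = enzyme with DMSO and 100% = wells lacking PAFAH1B2; many of its hits are not listed in these tables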
# Target sequence (P68402 whole entry, looked up): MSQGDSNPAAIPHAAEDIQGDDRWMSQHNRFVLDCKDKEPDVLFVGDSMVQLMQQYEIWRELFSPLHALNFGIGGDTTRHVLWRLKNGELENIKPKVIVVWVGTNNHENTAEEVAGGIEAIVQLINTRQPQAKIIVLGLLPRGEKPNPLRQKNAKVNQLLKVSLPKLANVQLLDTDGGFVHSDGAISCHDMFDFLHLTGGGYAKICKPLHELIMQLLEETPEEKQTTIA
# ZTA counter – ZTA (EBV) inhibition in EBNA-1 counter-screen; P03206; ZTA-DNA binding, fluorescence polarization; inhibition, % at 11 µM; 320,000 compounds, 0.15% hits; AID 2234; in the data active = inhibition above about 33%
# LYPLA2 inh – counter-screen for PME1 inhibitors: inhibitors of human LYPLA2; inhibition, % at 5.9 µM; 320,000 compounds, 0.38% hits; recombinant LYPLA2, FP-Rh probe fluorescence polarization; O95372;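 active = inhibition above the screen-wide mean plus 3 SD, limit set per campaign, cut at about 26% in these data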;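 note: 0% = LYPLA2 with DMSO and 100% = wells lacking LYPLA2 enzyme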
# Target sequence (O95372 whole entry, looked up): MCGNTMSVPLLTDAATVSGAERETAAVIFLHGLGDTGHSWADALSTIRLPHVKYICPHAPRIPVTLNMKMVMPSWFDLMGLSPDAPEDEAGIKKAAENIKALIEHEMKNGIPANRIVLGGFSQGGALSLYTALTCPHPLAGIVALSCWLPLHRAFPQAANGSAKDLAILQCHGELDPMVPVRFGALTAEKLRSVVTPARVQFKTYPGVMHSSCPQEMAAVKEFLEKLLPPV
# Numbers without * were called inactive; · = no result given. These rows are one share of the data, so the mix of outcomes need not match the whole.
# Letter code: A = PAFAH2 inh; B = PAFAH1B3 FP inh; C = LYPLA1 inh; D = EBNA-1 inh; E = PREPL inh; F = pPAFAH inh; G = PAFAH1B2 FP inh; H = ZTA counter; I = LYPLA2 inh
Cc1c(Cl)c([N+](=O)[O-])nn1CC(=O)NC1CCCCC1
  A: -1	B: 2	C: 5	D: -2	E: 20	F: 0	G: 5	H: -20	I: 5

CC(C)(C)C(=O)OCc1nc(-c2ccc(F)cc2)cs1
  A: 7	B: -3	C: -1	D: -1	E: 4	F: 2	G: 2	H: -5	I: -3

COc1ccccc1CN(C)C(=O)c1cnc(C)cn1
  A: 1	B: -2	C: 0	D: -4	E: 0	F: 1	G: 4	H: 15	I: 3

Cc1cc(SCc2ccccc2Cl)nc(=O)[nH]1
  A: 13	B: 2	C: -6	D: 6	E: -1	F: 8	G: 5	H: 5	I: -3

COc1ccc(N2CCN(C(=O)C(CCSC)N=C3NS(=O)(=O)c4ccccc43)CC2)cc1 (stereo unspecified)
  A: 1	B: 1	C: 4	D: -2	E: 20	F: 4	G: 6	H: 3	I: -1

O=C(N/N=C/c1ccncc1)c1cc([N+](=O)[O-])cc([N+](=O)[O-])c1
  A: 0	B: 12	C: 5	D: -9	E: 12	F: 2	G: 4	H: -13	I: 2

CCCc1cc(=O)oc2cc(C)cc(OCC(=O)Nc3ccc(S(N)(=O)=O)cc3)c12
  A: -11	B: -13	C: -8	D: 12	E: -14	F: -2	G: -8	H: 10	I: -6

CCOC(=O)c1ccc(S(=O)(=O)N2CCC(C(=O)OCC)CC2)cc1
  A: -3	B: -8	C: -2	D: -3	E: -3	F: 3	G: 1	H: 5	I: -1

O=C(/C=C/c1ccccc1[N+](=O)[O-])N1CCN(c2ccc(F)cc2)CC1
  A: 10	B: 1	C: 6	D: 0	E: 19	F: 1	G: 2	H: -2	I: 13

CCN(CC)C(=O)c1cc2sc3ccccc3c2s1
  A: -1	B: 12	C: -4	D: 8	E: -10	F: -1	G: 2	H: -1	I: 17

CCOC(=O)C1=C(C)SC2=NS(=O)(=O)CCN21
  A: 4	B: -4	C: 0	D: 6	E: 5	F: 1	G: 3	H: 22	I: 3

O=C(O)CSc1c2c(nc3cc(C(=O)Nc4cccc(C(F)(F)F)c4)ccc13)CCCC2
  A: -38	B: -19	C: -3	D: 5	E: -1	F: 0	G: -15	H: 2	I: -9

CN1CCN(C(=O)c2cc3c(=O)n4ccccc4nc3s2)CC1
  A: -1	B: -2	C: 0	D: -9	E: -5	F: 3	G: 2	H: -13	I: -1

Cc1ccc2c(c1)sc(=NC(=O)c1cccs1)n2C
  A: -2	B: 16	C: -4	D: 1	E: 14	F: 1	G: -5	H: 0	I: -5

O=C(Nc1ccc(S(=O)(=O)N2CCOCC2)cc1)C1CCN(S(=O)(=O)c2ccc(F)cc2)CC1
  A: 4	B: -4	C: -4	D: -7	E: 4	F: 2	G: 3	H: -4	I: 4

CC(CC(=O)NC1CCCCC1)S(=O)(=O)c1ccc2c(c1)NC(=O)CO2 (stereo unspecified)
  A: 17	B: 8	C: 5	D: -1	E: 22	F: 2	G: 6	H: -4	I: 11

CCOc1ccc(NS(=O)(=O)c2cc3c(cc2C)N(C)CCO3)cc1
  A: -2	B: 1	C: 0	D: -6	E: 5	F: 12	G: 5	H: -13	I: 2

CC(=O)Oc1ccccc1C(=O)NC(C)CCc1ccccc1 (stereo unspecified)
  A: 0	B: -1	C: -1	D: 0	E: 12	F: -3	G: 7	H: -4	I: 0

O=C(CSc1nncs1)NC(=O)NCc1ccccc1
  A: 4	B: 9	C: -1	D: 0	E: 14	F: -6	G: -3	H: 7	I: -1

COc1cc2c(cc1OC)C(c1ccccc1)N(C(=O)CCl)CC2 (stereo unspecified)
  A: 3	B: 5	C: 1	D: 8	E: -6	F: 1	G: -1	H: 5	I: -3

O=C(NCc1cccs1)C1CCC(CNS(=O)(=O)c2ccc(Br)s2)CC1 (stereo unspecified)
  A: 11	B: 6	C: 2	D: 4	E: 10	F: 5	G: 8	H: -8	I: 16

Cc1ccc2nc(SCC(=O)Nc3cccc(S(N)(=O)=O)c3)[nH]c2c1
  A: -2	B: 4	C: -1	D: 0	E: 11	F: 7	G: 1	H: -18	I: 4

CC(C)(C)NCc1cc(Cl)ccc1OCc1ccccc1F
  A: -12	B: -2	C: 0	D: -1	E: 30	F: 0	G: 7	H: -1	I: -2

CCOC(=O)c1ccc(S(=O)(=O)N2CCN(C3CCCC3)CC2)cc1
  A: ·	B: ·	C: 0	D: 4	E: -3	F: 2	G: ·	H: 15	I: -3

Cc1cccc(N=C2NN=C(c3c(C)[nH]c4ccccc34)CS2)c1
  A: 4	B: 9	C: -9	D: -7	E: 7	F: -1	G: -1	H: -3	I: -7

CCOC(=O)Cn1c(=N)n(Cc2ccccc2)c2ccccc21
  A: -1	B: 1	C: 6	D: -8	E: 29	F: -1	G: 0	H: 8	I: -1

COc1ccc(/C=N/OCC(=O)NCC(C)C)c(OC)c1
  A: 2	B: 3	C: 0	D: 0	E: -5	F: -1	G: 6	H: -18	I: 4

CCCN(CC1CC1)C(=O)COC(=O)c1[nH]c(C)c(C(=O)OCC)c1C
  A: 5	B: 3	C: 2	D: 4	E: 3	F: 0	G: 5	H: -11	I: 6

COc1ccc(NC2SC(=O)N(C)C2=O)cc1 (stereo unspecified)
  A: 1	B: 1	C: 2	D: 0	E: -12	F: 5	G: -8	H: -7	I: 3

CC1(C(=O)NCC2CC2)C=CC2(CCCCC2)N1C(=O)c1ccccc1 (stereo unspecified)
  A: 0	B: 3	C: -2	D: 2	E: 14	F: 3	G: 14	H: 8	I: 2

COc1ccc(N=Cc2cc(Cl)ccc2O)cc1Cl
  A: -8	B: 8	C: 3	D: -2	E: 0	F: 0	G: -6	H: 4	I: -1

COC(=O)Cc1c(C)c2ccc(OCc3nn[nH]n3)c(C)c2oc1=O
  A: 1	B: 1	C: -1	D: 7	E: 6	F: 3	G: -2	H: 18	I: 0

O=C(COC(=O)C1CC1)Nc1ccc([N+](=O)[O-])cc1C(F)(F)F
  A: 53*	B: 5	C: -3	D: ·	E: -5	F: 13	G: -4	H: -12	I: 4

CC(C)(C)NC(=O)CC1C[C@H](C(=O)N2CCCCC2)[C@@]2(CCc3ccccc3)c3[nH]c4ccccc4c3CCN2C1=O (stereo partly specified)
  A: -8	B: 4	C: ·	D: ·	E: 9	F: 2	G: 0	H: ·	I: ·

CC1(C)Cc2c(sc3nc(-c4cccs4)n(N)c(=O)c23)CO1
  A: -6	B: 0	C: -3	D: -9	E: -1	F: 16	G: 2	H: -14	I: 2

CCC(=O)n1nc(-c2ccccc2)nc1N
  A: -6	B: 7	C: -2	D: 1	E: -4	F: 2	G: -1	H: -12	I: -5

O=C(c1ccc(N2CCCCCC2)c([N+](=O)[O-])c1)N1CCc2ccccc21
  A: ·	B: ·	C: 1	D: 4	E: 0	F: 3	G: ·	H: 3	I: 7

Cc1ccc(S(C)(=O)=O)cc1C(=O)N1CC(C(N)=O)Oc2ccccc21 (stereo unspecified)
  A: -14	B: 10	C: 0	D: 14	E: -1	F: 2	G: 0	H: 2	I: 3

Cn1ccnc1-c1nnn(-c2ccc(Cl)c(Cl)c2)n1
  A: 0	B: 4	C: 2	D: 1	E: 0	F: 5	G: 1	H: 3	I: -4

CCCCCOc1ccc(NC(=O)C2OC3OC(C)(C)OC3C3OC(C)(C)OC23)cc1 (stereo unspecified)
  A: -6	B: 4	C: 0	D: -5	E: -2	F: 3	G: -3	H: -12	I: -1

COCCNC(=O)c1cccc(OC2CCN(Cc3ccc(F)c(OC)c3)CC2)c1
  A: 2	B: 5	C: -4	D: 10	E: 4	F: 5	G: -2	H: 18	I: -1

CN(C)/C=N/c1c(C#N)cnn1-c1ccccc1
  A: 0	B: 4	C: 1	D: 18	E: 7	F: 3	G: 2	H: 7	I: 5

COc1ccc(CCNC(=O)C2CCN(S(=O)(=O)c3ccc4c(c3)oc(=O)n4C)CC2)cc1OC
  A: 3	B: 10	C: 4	D: 2	E: 2	F: 7	G: 7	H: -3	I: 9

C=CCN1C(=O)CN=C1NCc1ccccc1
  A: -11	B: 0	C: 0	D: -3	E: 4	F: 2	G: -1	H: 9	I: 1

COc1ccc(CCC(=O)NCCS(=O)(=O)N2CCN(c3ccccc3OC)CC2)cc1
  A: 10	B: 11	C: 0	D: 0	E: 10	F: 0	G: 3	H: -14	I: 1

COc1ccc(CNC(=O)C(c2ccco2)N(Cc2cccs2)C(=O)Cc2cccs2)cc1 (stereo unspecified)
  A: 1	B: 7	C: 2	D: 2	E: -4	F: 1	G: 4	H: -15	I: -3

COc1ccc(S(=O)(=O)N2CCN(CC(=O)Nc3c(C)n[nH]c3C)CC2)cc1OC
  A: 2	B: 8	C: ·	D: ·	E: 24	F: 2	G: 8	H: ·	I: ·

Cc1ccc(NC2CCCN(C(=O)Cc3nonc3C)C2)cc1C (stereo unspecified)
  A: 0	B: 7	C: 2	D: -4	E: 20	F: -3	G: -2	H: 5	I: -4

Cc1cc(C)nc(SCc2cc(=O)c(OC(=O)c3ccc(Br)o3)co2)n1
  A: 3	B: -16	C: -1	D: 2	E: 26	F: 4	G: -9	H: -9	I: 4

CCN(C(=O)COC(=O)CNC(=O)c1ccccc1C)C1=CCCCC1
  A: 4	B: 1	C: 2	D: ·	E: 12	F: -7	G: 3	H: -14	I: -1

Cc1cc(N)nc2nc(C(F)(F)F)nn12
  A: -6	B: 9	C: -1	D: 0	E: -5	F: 4	G: 1	H: 5	I: -4
